High-throughput results (PubChem)
Tb MetRS inh: Trypanosoma brucei MetRS inhibition | actives 0.4% (n = 360,000) | purified T. brucei MetRS, ATP depletion, Kinase-Glo luminescence | AID 624268 | inhibition, % at 11.9 µM;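 active = inhibition above a per-plate cutoff of the control wells' mean inhibition plus 3 SD, cut at about 5.5% in these data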;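 note: 0% = DMSO wells median and 100% = median of wells with control inhibitor compound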
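System: purified T. brucei MetRS enzyme / Detection: Kinase-Glo luciferase luminescence reporting remaining unconsumed ATP / Medium: HEPES buffer with MgCl2, KCl, DTT, spermine, BSA, pyrophosphatase / Replication: singlicate, one well per compound / Evaluation: percent inhibition relative to median high and low control wells / Schedule: 2 h aminoacylation at 25 °C after 15 min preincubation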
CSN inh: CSN deneddylation inhibition; actives 0.38% (n = 360,000); inhibition, % at 12.5 µM; Purified CSN, SCF-Nedd8-OG deneddylation, fluorescence polarization; Q92905;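 active = pattern-corrected inhibition above about 35%, with an unprinted fluorescence ratio check between 0.5 and 1.5, limit read from the data, passing the limit was not always enough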;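 note: 0% = enzyme with substrate and 100% = substrate without enzyme; some results filed as inactive read as strong as hits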
Target sequence (Q92905 whole entry, looked up, one chain of several): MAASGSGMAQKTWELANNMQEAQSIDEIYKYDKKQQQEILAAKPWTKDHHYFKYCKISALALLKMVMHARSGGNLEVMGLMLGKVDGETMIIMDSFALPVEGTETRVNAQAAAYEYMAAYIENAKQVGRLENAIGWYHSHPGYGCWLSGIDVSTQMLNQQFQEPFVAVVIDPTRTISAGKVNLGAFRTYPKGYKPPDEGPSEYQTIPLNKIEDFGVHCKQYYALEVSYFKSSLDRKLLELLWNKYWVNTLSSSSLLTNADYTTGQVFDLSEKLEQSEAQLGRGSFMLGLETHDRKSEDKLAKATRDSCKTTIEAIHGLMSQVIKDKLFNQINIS
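Material: purified human Csn5 enzyme expressed in HEK293T cells / Medium: Tris buffer pH 7.5, NaCl, DTT, Tween-20, trehalose, ovalbumin / Compound dosing: 12.5 µM single point / Schedule: 90 min incubation of compound, enzyme and substrate at room temperature / Signal: fluorescence polarization of the substrate / Control set: no-enzyme wells high, enzyme-with-substrate wells low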
SUMO1 PPI mod: modulators of human SUMO1-mediated protein-protein interactions; inhibition, % at 20 µM; P63165; actives 0.33% (n = 360,000); AID 602429; SUMO1 binding to a labelled peptide, TR-FRET, 1 h; in the data active = inhibition above about 37%
Rpn11 inh: inhibitors of human proteasome Rpn11; AID 588493; human 26S proteasome, Ub4-pepOG fluorescence polarization; 20S core pre-blocked with epoxomicin; actives 0.59% (n = 360,000); calls only at 20 µM;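 active = inhibition at 20 µM, scaled to each plate's controls, above about 33%, limit read from the data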
LMPTP inh: LMPTP (human) inhibition. P24666. inhibition, % at 20 µM. recombinant LMPTP-A, OMFP fluorogenic substrate, fluorescence intensity. actives 0.22% (n = 360,000);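 active = compounds that cut the enzyme signal by at least half of the control window in the single-dose screen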;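 note: plate controls were DMSO wells with enzyme plus substrate for no effect and substrate without enzyme for full effect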
Target sequence (P24666 whole entry, looked up): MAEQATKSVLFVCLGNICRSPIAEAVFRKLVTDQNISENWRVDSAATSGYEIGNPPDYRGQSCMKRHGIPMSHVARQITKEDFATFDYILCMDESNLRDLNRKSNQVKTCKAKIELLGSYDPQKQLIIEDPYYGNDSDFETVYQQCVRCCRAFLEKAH
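test system = LMPTP-A | amount = 0.625 nM LMPTP-A final | reagent = fluorogenic phosphatase substrate OMFP at 400 µM final | incubation = 50 min at room temperature | benchmarks = no-enzyme low control, uninhibited high control | medium = Bis-Tris pH 6.0, DTT, detergent | signal = fluorescence intensity of OMFP turnover product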
STEP inh: inhibitors of human striatal-enriched phosphatase STEP | P54829 | recombinant STEP, OMFP fluorogenic substrate, fluorescence | inhibition, % at 20 µM | actives 0.25% (n = 360,000) | AID 588621;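 active = inhibition at 20 µM, scaled per plate between control wells, above about 37%, limit read from the data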;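 note: 0% = DMSO with enzyme and substrate and 100% = substrate only without enzyme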
Target sequence (P54829 whole entry, looked up): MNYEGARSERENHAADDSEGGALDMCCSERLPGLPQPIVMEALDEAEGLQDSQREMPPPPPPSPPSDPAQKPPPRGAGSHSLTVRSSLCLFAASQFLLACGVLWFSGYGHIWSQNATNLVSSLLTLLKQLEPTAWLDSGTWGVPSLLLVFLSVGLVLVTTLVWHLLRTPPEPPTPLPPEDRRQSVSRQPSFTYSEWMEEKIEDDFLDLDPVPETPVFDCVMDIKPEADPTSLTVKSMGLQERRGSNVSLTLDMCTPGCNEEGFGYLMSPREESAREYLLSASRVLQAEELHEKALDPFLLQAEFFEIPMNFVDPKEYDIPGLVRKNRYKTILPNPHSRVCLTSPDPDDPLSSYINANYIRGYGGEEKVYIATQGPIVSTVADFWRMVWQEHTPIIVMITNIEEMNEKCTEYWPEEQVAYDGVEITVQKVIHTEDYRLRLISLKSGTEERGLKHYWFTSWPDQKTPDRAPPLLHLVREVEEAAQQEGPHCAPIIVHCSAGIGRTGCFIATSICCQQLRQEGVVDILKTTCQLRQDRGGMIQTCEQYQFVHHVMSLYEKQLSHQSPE
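System: STEP phosphatase, cell-free reaction; Buffer or medium: Bis-Tris pH 6.0 buffer with DTT, detergent; Incubation: 20 min at room temperature, dark; Measured by: fluorescence, 480/540 nm.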
NadD inh: NadD (S. aureus) enzyme inhibition; purified NadD enzyme, colorimetric absorbance read-out; inhibition, % at 20 µM; actives 0.78% (n = 360,000); AID 602399; in the data active = inhibition above about 26%; note: some compounds past the cut are filed as inactive
DNMT1 inh: inhibitors of human DNMT1 | actives 0.83% (n = 360,000) | DNMT1 molecular beacon, Hinp1I cleavage, fluorescence | inhibition (reported as % activation of signal), % at 10 µM | P26358; in the data active = inhibition above about 50%
MLLE-PAM2 inh: blocks PAM2 peptide binding to the PABP1 MLLE domain. GST-MLLE / FITC-PAM2 fluorescence polarization. inhibition, % at 20 µM. actives 0.36% (n = 360,000). AID 588489; in the data active = inhibition above about 35%, passing the limit was not always enough;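 note: plate controls were DMSO wells with GST-MLLE for no effect and wells lacking GST-MLLE protein for full effect; some results filed as inactive read as strong as hits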
Scp-1 inhibitor: blocks human Scp-1 phosphatase activity | Recombinant Scp1, phosphopeptide, malachite green phosphate absorbance | AID 493091 | actives 0.88% (n = 340,000) | Q9GZU7 | inhibition, % at 20 µM;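 active = inhibition above about 50% at 20 µM, limit read from the data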;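 note: plate controls were DMSO wells with enzyme for no effect and wells lacking enzyme for full effect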
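System: SCP-1 catalytic domain; Reagent: Phospho 17-mer peptide substrate; Doses: one concentration, 20 µM, with 1.0% DMSO; Incubation: 45 min room-temperature reaction, 5 min colour, 30 min stabiliser; Signal: Phosphate-binding colour reagent, absorbance read at 630 nm.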
Numbers without * were called inactive; i = inactive; . = not tested or not shown.

SMILES	Tb MetRS inh	CSN inh	SUMO1 PPI mod	Rpn11 inh	LMPTP inh	STEP inh	NadD inh	DNMT1 inh	MLLE-PAM2 inh	Scp-1 inhibitor
COc1cc(OC)cc(C(=O)Nc2nc(CC(=O)NCc3ccc(F)cc3)cs2)c1	0.0	-2	2	i	1.0	-2	-1	-3	0	1
COc1cc(OC)cc(OC(=O)C2CCN(C(=O)c3ccc(F)cc3)CC2)c1	-0.3	0	6	i	-0.6	-1	-7	3	-39	-6
Cc1ccccc1-c1nnn(CC(=O)c2ccc(S(=O)(=O)N3CCCC3)cc2)n1	-0.5	-2	-5	i	2.1	1	-1	-7	-6	-14
Cc1ccccc1CN1CCN(c2nc3ccccc3s2)CC1	0.0	2	1	i	1.5	-1	-9	4	-9	-10
COc1ccc(NC(=O)Cn2nnc3sc4c(c3c2=O)CC(C)(C)OC4)cc1	-0.8	0	-22	i	-1.0	1	-2	0	-1	-11
Cn1ncc([N+](=O)[O-])c1C(=O)N/N=C/c1ccc(F)cc1	0.1	1	-21	i	-1.0	0	-1	17	4	-4
O=C(c1cccnc1Cl)N(Cc1ccccc1)Cc1ccccc1	0.2	4	1	i	-0.3	-1	-2	-1	5	-13
CCC(=O)Nc1ccc(C(=O)Nc2ccc3c(c2)C(=O)N(CC2CCCO2)C3=O)cc1 (stereo not drawn)	0.3	-5	0	i	-1.1	-8	0	10	9	-10
CCC(C)C(=O)Nn1c(C2CC2)nc2cc(OC)c(OC)cc2c1=O (stereo not drawn)	-1.1	7	3	i	-1.1	0	1	1	6	-9
CC1CCCN(C(=O)N2c3ccccc3Sc3ccccc32)C1 (stereo not drawn)	-0.7	0	0	i	1.8	2	-1	6	-12	-8
CC/C(=N\Nc1ccccc1[N+](=O)[O-])c1ccc(O)cc1	-0.4	-14	-30	i	4.0	3	-7	0	-17	-2
Cc1ccc(C)c(NC(=O)CCC(=O)NNC(=O)c2cccc([N+](=O)[O-])c2)c1	-0.5	-2	-21	i	-0.8	0	3	-1	-1	-4
O=C(NCCC(=O)N1CCc2ccccc21)c1ccco1	-0.6	-3	4	i	0.6	0	-1	1	0	-1
CC(C)CN(C(=O)COc1ccc2ccc(=O)oc2c1)C1CCS(=O)(=O)C1 (stereo not drawn)	0.1	-2	-1	i	-0.3	-1	0	0	-19	-3
COc1ccccc1S(=O)Cc1ccc(C(=O)NC2CCCC2)o1 (stereo not drawn)	-0.8	-8	0	i	-1.6	1	-5	1	13	-9
Cc1cc2[nH]c3ccccc3c2c(C)n1	-0.3	-6	3	i	17	-6	1	26	5	0
O=c1c(-c2nnc(SCc3ccc(Cl)cc3Cl)o2)cccn1Cc1ccccc1	-0.8	-2	1	i	8.6	1	20	-5	-61	3
COc1ccc(/C=C/c2nnc(NC(=O)c3ccco3)s2)cc1	0.0	-2	-18	i	1.9	1	2	3	-15	-8
O=C(Cn1nnc(-c2ccc(S(=O)(=O)N3CCCC3)cc2)n1)NCC1CCCO1 (stereo not drawn)	0.0	1	13	i	-0.3	-5	-2	-4	7	-2
O=C(/C=C/c1ccccc1)NC(=S)NNC(=O)c1cnccn1	-0.5	6	-7	i	-0.9	0	-4	6	-15	-7
OC(COc1ccccc1)CN1CCCCC1 (stereo not drawn)	0.6	-1	3	i	-0.4	-1	1	0	-4	-10
O=C(C1CCCC1)N1CCC(CC2CC(c3ccc(Cl)cc3)=NO2)(C(=O)NCC2CCCCC2)CC1 (stereo not drawn)	-0.3	0	-2	i	2.0	3	3	-3	0	-10
COc1ccc(C2c3[nH]c4ccccc4c3CCN2Cc2ccoc2)c(F)c1 (stereo not drawn)	-0.4	9	5	i	2.2	-1	-3	-9	-7	-5
COc1ccc(CN(CC(=O)NC2CCCCC2)C(=O)CCCC(=O)Nc2ccccn2)cc1	-0.3	-1	-4	i	-1.1	-3	1	2	-4	-3
COc1ccc2c(c1)C(=O)CCC2c1ccccc1 (stereo not drawn)	-0.4	3	3	i	1.6	0	2	0	-4	-9

The list continues:
SMILES	Tb MetRS inh	CSN inh	SUMO1 PPI mod	Rpn11 inh	LMPTP inh	STEP inh	NadD inh	DNMT1 inh	MLLE-PAM2 inh	Scp-1 inhibitor
O=C(CCSc1ccc(Cl)cc1)NC1CCCCC1	-0.6	2	0	i	-0.1	1	-1	47	14	-12
O=C(O)c1ccccc1C(=O)N1CC=C(c2ccccc2)CC1	-0.4	0	-7	i	0.5	2	-4	-4	12	8
CC(=O)N1CCN(c2ccc([N+](=O)[O-])c(-n3nc(C)cc3C)c2)CC1	0.4	2	-16	i	-1.3	0	3	1	0	1
C[C@H]1COC(=O)[C@@H](Cc2ccc(F)cc2)C/C=C\C[C@@H](CC(=O)NCCO)C(=O)N1	-0.3	-2	1	i	1.7	3	-2	6	7	6
Cc1ccc(NC(=O)CSc2nnc(CNC(=O)c3ccco3)n2C)cc1C	-0.2	43*	7	i	-0.7	2	-3	1	-7	-10
Cc1nc(-c2cccc(NS(C)(=O)=O)c2)cs1	-0.5	-2	-3	i	-0.8	0	-4	-1	0	-11
Cc1ccc(S(=O)(=O)CC(=O)N2CCN(c3ccc([N+](=O)[O-])cc3)CC2)cc1	0.0	-4	-34	i	1.2	-2	-1	2	-14	-10
O=C(CCN1C(=O)c2ccccc2S1(=O)=O)Nc1ccc(F)cc1F	1.1	2	0	i	-0.2	1	-2	0	5	-5
Nc1nonc1-n1nnc(C(=O)N/N=C/c2ccncc2)c1-c1cccs1	-0.6	-1	-19	i	-2.1	-3	3	-2	7	-5
Cc1ccc(S(=O)(=O)Nc2cnc3ccccc3c2)cc1	0.1	1	0	i	0.0	0	0	8	-8	-8
COc1cc(NC(=S)NC(=O)C(C)C)ccc1NC(=O)c1cc2ccccc2o1	-0.2	3	-4	i	-1.1	-1	-11	2	11	0
COc1cccc(NC(=S)NC(=O)/C=C/c2ccc(F)cc2)c1	-0.3	3	-2	i	-0.9	4	-9	14	25	-6
Cc1ccc(SC2CC(=O)N(c3ccc4c(c3)OCCO4)C2=O)cc1 (stereo not drawn)	-0.6	-8	2	i	0.8	0	1	-1	42*	4
COc1ccc(-n2ccnc2SCC(=O)NCc2ccco2)c(OC)c1	0.3	-10	-6	i	0.9	-4	-3	-4	-4	-3
CC(C)C(NC(=O)C1CCCCC1)C(=O)N1CCN(c2ccc(F)cc2)CC1 (stereo not drawn)	-0.7	4	2	i	-0.9	1	6	0	25	0
CCN1CCN(C(=O)c2ccccc2N(Cc2ccccc2)S(C)(=O)=O)CC1	-0.9	-6	0	i	-0.5	0	-2	7	-10	2
O=C(O)CCC/C=C\C[C@@H]1[C@@H](/C=C/[C@@H](O)COc2cccc(Cl)c2)[C@H](O)C[C@@H]1O	-1.2	1	-1	i	1.9	-1	-8	-2	-11	-3
COc1ccccc1NC(=O)c1ccccc1NS(C)(=O)=O	-0.8	1	-3	i	-0.3	-2	-7	4	-1	-20
Cc1ccc(C(=O)Nc2ccc(F)c(S(=O)(=O)N3CCOCC3)c2)s1	-0.2	1	5	i	0.2	0	-6	-3	0	-9
O=C1c2ccccc2C(Nc2ccc(Cl)cn2)N1c1cccnc1 (stereo not drawn)	-0.3	-5	-3	i	-0.1	2	2	0	-3	-7
N#C/C(=C\c1cccs1)C(=O)Nc1nccs1	-0.8	9	-10	i	8.1	-3	0	9	-8	-5
CSc1nc2c(c(=O)[nH]1)C(c1ccccc1Cl)CC(=O)N2 (stereo not drawn)	0.0	-1	4	i	0.9	-1	8	1	-1	-5
Fc1ccccc1Nc1nc(N2CCOCC2)nc(N2CCOCC2)n1	-0.4	0	5	i	0.6	-3	-2	2	-9	1
COCc1cc(=O)[nH]c(-c2ccc(C(F)(F)F)cc2)n1	-0.8	1	3	i	-0.3	0	-3	2	-4	2
CCCc1cc(=O)oc2cc3occ(C)c3cc12	-0.1	8	2	i	-0.3	3	0	0	0	-8

Structures above containing an NH in an aromatic ring:
SMILES	Tb MetRS inh	CSN inh	SUMO1 PPI mod	Rpn11 inh	LMPTP inh	STEP inh	NadD inh	DNMT1 inh	MLLE-PAM2 inh	Scp-1 inhibitor
Cc1cc2[nH]c3ccccc3c2c(C)n1	-0.3	-6	3	i	17	-6	1	26	5	0
COc1ccc(C2c3[nH]c4ccccc4c3CCN2Cc2ccoc2)c(F)c1 (stereo not drawn)	-0.4	9	5	i	2.2	-1	-3	-9	-7	-5
CSc1nc2c(c(=O)[nH]1)C(c1ccccc1Cl)CC(=O)N2 (stereo not drawn)	0.0	-1	4	i	0.9	-1	8	1	-1	-5
COCc1cc(=O)[nH]c(-c2ccc(C(F)(F)F)cc2)n1	-0.8	1	3	i	-0.3	0	-3	2	-4	2

Following part.
SMILES	Tb MetRS inh	CSN inh	SUMO1 PPI mod	Rpn11 inh	LMPTP inh	STEP inh	NadD inh	DNMT1 inh	MLLE-PAM2 inh	Scp-1 inhibitor
CCCC(C)NC(=O)c1ccc(F)cc1 (stereo not drawn)	-1.0	6	4	i	-0.9	0	6	-11	-5	-5
Cn1c(N)c(C(=O)COC(=O)/C=C/c2cccc(Br)c2)c(=O)n(C)c1=O	-0.1	-1	-15	i	-0.9	1	-8	0	19	-8
C/C(=N\NC(=O)c1ccncc1)c1cccc(NC(=O)c2ccc(C(C)(C)C)cc2)c1	0.1	1	-7	i	2.4	2	-7	-1	5	-5
Cc1ccc(C2(c3noc(CN(C)Cc4cnn(C)c4)n3)CCCC2)cc1	-1.1	-5	-1	i	0.8	0	-2	0	-7	3
COc1ccccc1CNC(=O)COC(=O)c1cccnc1SCC(=O)NCc1ccccc1OC	-0.7	3	-1	i	-0.3	-2	-4	-1	4	-3
COc1ccccc1-n1cc(-c2ccc(Cl)cc2)[nH]c1=O	-1.2	-3	3	i	-1.1	1	-1	2	-3	0
CCOc1ccc(NC(=O)C2CC(=O)N=C(N)S2)cc1 (stereo not drawn)	-1.2	2	0	i	-0.1	0	-2	-3	-2	-11
CCc1cccc(CC)c1NC(=O)C(CC)Sc1nc2ccsc2c(=O)n1CCC(=O)O (stereo not drawn)	-0.3	-1	2	i	-1.1	-1	3	27	7	.
O=Cc1c(NC2CCCCC2)c2ccccc2[nH]c1=O	0.1	-1	1	i	-1.7	2	-7	-10	3	-10

Not a hit list; any-hit rate near 3.6%.
